Bioassay records: PubChem BioAssay, National Center for Advancing Translational Sciences (NCATS)
LMNA splice mod: changes lamin A minigene splicing in HeLa cells | AID 1487 | HeLa LMNA splicing GFP/RFP minigene ratio, 48 h | Potency, µM (titrated, usually from 46.1 µM), for inactives: at the highest dose ratio change, negative = inhibition, usual class: inhibitors | actives 0.01% (n = 200,000); active means well fitted inhibition curve with a large enough effect in the signal ratio, with a control signal flat, not every such curve was filed as active; inconclusive means small, poorly fitted or top-dose-only effect, or effect the other way, or a change in a side signal; the % refers to the signal ratio; further: potency means the concentration at half of the fitted maximal effect; on the % scale 0 is the no-effect control and ±100 the full control effect
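S3 HeLa cells stably expressing lamin A-EGFP splicing minigene plus DsRed2, 600 cells/well, 48 h compound exposure at 37C. Laser-scanning cytometry; analysed as GFP (500-530 nm)/RFP (575-640 nm) total intensity ratio; 0.5% DMSO vehicle.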
HTT cytoprotect: Huntington cell model cytoprotection by ATP luminescence; actives 0.14% (n = 230,000); Potency, µM (top dose mostly 56.4 µM), for inactives: cytoprotection (ATP increase), usual class: activators; PC12 HTT-Q103 induced, cytoprotection, ATP luminescence, 40 h;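 further: potency means the concentration at half of the fitted maximal effect; % of control where 0% means no effect; nearly all actives have a fitted effect of over 45% in size; toxic huntingtin expression switched on by the ecdysone agonist tebufenozide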
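PC12 cells with ecdysone-inducible HTT exon 1 Q103-GFP, induced with 100 nM tebufenozide and co-treated with library compounds in a dose series (1536-well, 1500 cells/well). Cytoprotection read as ATP content by ATPlite luminescence.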
HttQ103 aggreg: inhibitors of mutant huntingtin aggregate formation in PC12 cells; PC12 HttQ103-GFP aggregates, Acumen cytometry, 40 h; Potency, µM (series often up to 46.1 µM), inactives show top-dose activity change, negative = inhibition, usual class: inhibitors; actives 1.1% (n = 220,000); AID 1688; further: potency means the concentration at half of the fitted maximal effect; on the % scale 0 is the no-effect control and ±100 the full control effect; nearly all actives have a fitted effect of over 60% in size
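Ecdysone-promoter PC12 model expressing HTT exon 1 Q103 fused to GFP, induced by tebufenozide at 100 nM final. Compounds titrated; aggregates sized 1–25 µm scored on a 488 nm laser cytometer.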
GAA spleen mod: inhibitors or activators of human alpha-glucosidase in spleen homogenate | P10253 | human spleen homogenate, 4-MU-alpha-glucoside fluorescence | Potency, µM (titrated, usually from 79.9 µM), without a hit: top-dose activity change, negative = inhibition, most hits filed as inhibitors | actives 0.006% (n = 240,000);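 further: potency means the concentration at half of the fitted maximal effect; 0% = enzyme with vehicle and -100% = no enzyme basal signal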
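Enzyme source: human spleen homogenate, 1 ug/well. Buffer 50 mM citric acid/K phosphate pH 5.0, 0.01% Tween-20. 4-MU-alpha-glucoside 1 mM; 37 C x 40 min; NaOH/glycine stop; fluorescence.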
GAA inhib: blocks human lysosomal alpha-glucosidase. Potency, µM (doses to about 76.9 µM), without a hit: top-dose activity change, negative = inhibition, hits mostly inhibitors. purified human GAA, 4-MU-alpha-glucoside fluorescence. P10253. actives 0.005% (n = 200,000). AID 1466;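 further: potency means the concentration at half of the fitted maximal effect; plate controls were uninhibited enzyme wells for no effect and no-enzyme background for full effect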
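Read-out is 4-methylumbelliferone fluorescence (Ex 365/Em 440 nm) after NaOH/glycine stop at pH 10. Enzyme 4 nM, substrate 400 uM, pH 5.0 citrate buffer, 20 min room temperature; AC50 from Hill-equation concentration-response.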
GAA glycogen mod: alters human alpha-glucosidase cleavage of glycogen | P10253 | recombinant GAA, glycogen substrate, Amplex Red glucose oxidase fluorescence | Potency, µM (top dose mostly 76.4 µM), for inactives: top-dose activity change, negative = inhibition, hits mostly inhibitors | actives 0.38% (n = 300,000);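 further: potency means the concentration at half of the fitted maximal effect; 0% = full enzyme reaction and -100% = no-enzyme basal signal; the screen sought inhibitors and activators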
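Recombinant human enzyme (4 nM); glycogen substrate; 37 C, 40 min, pH 5.0. Readout: coupled glucose oxidase/Amplex Red fluorescence.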
CBFb-RUNX1 inh: inhibitors of human CBF-beta and RUNX1 interaction. AID 1477. Potency, µM (titrated, usually from 59.8 µM), inactives show at the top dose activity, negative = inhibition, hits mostly inhibitors. AlphaScreen CBFb-His/RUNX1-biotin binding, biochemical. Q01196+Q13951. 230,000 tested, under 10 active; further: % of control where 0% means no effect
Target sequence (Q01196 whole entry, looked up): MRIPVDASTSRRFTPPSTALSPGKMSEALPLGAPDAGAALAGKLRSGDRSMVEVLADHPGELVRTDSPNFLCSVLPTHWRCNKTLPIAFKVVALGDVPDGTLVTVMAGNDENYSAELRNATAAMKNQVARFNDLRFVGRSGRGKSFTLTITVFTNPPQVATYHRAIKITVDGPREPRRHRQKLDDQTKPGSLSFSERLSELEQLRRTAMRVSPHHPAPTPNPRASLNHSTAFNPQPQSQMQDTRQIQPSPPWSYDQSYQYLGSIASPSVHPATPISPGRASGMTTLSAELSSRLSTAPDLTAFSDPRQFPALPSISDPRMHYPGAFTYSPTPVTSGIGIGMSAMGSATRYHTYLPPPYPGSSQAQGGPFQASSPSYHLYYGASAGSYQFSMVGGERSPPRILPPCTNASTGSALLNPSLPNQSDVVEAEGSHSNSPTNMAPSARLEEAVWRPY
Target sequence (Q13951 whole entry, looked up): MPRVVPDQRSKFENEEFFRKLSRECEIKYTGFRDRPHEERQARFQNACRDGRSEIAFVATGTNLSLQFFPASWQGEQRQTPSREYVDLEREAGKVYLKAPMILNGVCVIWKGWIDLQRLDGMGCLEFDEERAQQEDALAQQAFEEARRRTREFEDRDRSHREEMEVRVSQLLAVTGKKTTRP
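Compounds were screened at multiple concentrations against a preformed CBF-beta(His)/RUNX1(biotin) complex (30 nM of each) for 15 min at room temperature, followed by 90 min with nickel and streptavidin beads and AlphaScreen reading.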
Starred values were filed as active, the others as inactive; ? = inconclusive; . = not tested or not shown; & = joins results of further samples; [ ] = dose if it differs, or a comment. Unless noted, the call rests on the fitted dose curve; in most records, active means well fitted curve in the direction sought with a large enough effect; inconclusive means small, poorly fitted or top-dose-only effect, or another doubt; inactive means no such curve, though single readings can be large; an effect the other way counts as inactive or inconclusive.

SMILES	LMNA splice mod	HTT cytoprotect	HttQ103 aggreg	GAA spleen mod	GAA inhib	GAA glycogen mod	CBFb-RUNX1 inh
Cc1c(Cl)cn2c(=O)cc(CN3CCN(c4ccc(F)cc4)CC3)nc2c1Cl	.	-15%	-22%	0%	-2%	0%	7%
CC(=O)c1cccc(Nc2nc(=O)c3cccnc3s2)c1	1%	10%[10 µM]	-5%	-8%	2%	2%	0%
CC(=O)CC(C)=NCCN=C(C)CC(C)=O	7%	3%	?	-7%	-1%	-10%	1%
O=C(CSc1ccccc1C(=O)NCc1ccccc1)NC1CCCCCCC1	-14%	-6%[10 µM]	3%	-12%	-6%	-7%	?
Cc1cc(C(=O)CSc2nc3ccccc3c(=O)n2C)c(C)n1CC1CCCO1 (stereo not drawn)	?	-7%[10 µM]	5%[9.22 µM]	6%	1%	-13%	3%
COc1ccc(N2C(=O)[C@H]3[C@@H](C2=O)C2c4ccccc4C=NN2[C@H]3C(=O)C(C)(C)C)cc1 (stereo partly drawn)	.	12%[10 µM]	-14%[9.22 µM]	0%	.	-2%	4%
COc1ccc(/C(C)=N/NC(=O)CCC(=O)Nc2ccc(Cl)cc2Cl)c(OC)c1	8%	.	-4%	2%	-8%	8%	2%
Cc1cc(C)nc(SC(C(=O)O)c2ccccc2)n1 (stereo not drawn)	-5%	-7%[1.9 µM]	-1%	-19%	-3%	-5%	3%
CC(C)c1nnc(NC(=O)c2c(O)c3cccc4c3n(c2=O)CCC4)s1	?	-26%	?	2%	-9%	0%	8%
COc1cccc(OC)c1OCCCCCc1c(C)n[nH]c1C	?	0%	-4%	-3%	-5%	-3%	2%
Nc1cc(Cl)ccc1N1CCCC1	.	24%[10 µM]	-28%	-1%	-5%	1%	2%
CC(C)N1CCC(=NNC(=O)c2ccccc2[N+](=O)[O-])CC1	?	?	7%	-2%	1%	5%	-1%
COC(=O)NNC(=O)C(C)Oc1ccc(Cl)cc1Cl (stereo not drawn)	-8%	12%	7%	-3%	-6%	1%	1%
CN1CCN(c2ccc(NC(=O)c3ccc(Cl)cc3)cn2)CC1	6%[46 µM]	13%[10 µM]	-2%	7%	-4%	7%	0%
Brc1ccc(CSc2ccc3nnc(-c4cccnc4)n3n2)cc1	?	-20%	-17%	.	-5%	2%	10%

Overlap with the part before: 4 entries, followed by the next part.
SMILES	LMNA splice mod	HTT cytoprotect	HttQ103 aggreg	GAA spleen mod	GAA inhib	GAA glycogen mod	CBFb-RUNX1 inh
CC(C)N1CCC(=NNC(=O)c2ccccc2[N+](=O)[O-])CC1	?	?	7%	-2%	1%	5%	-1%
COC(=O)NNC(=O)C(C)Oc1ccc(Cl)cc1Cl (stereo not drawn)	-8%	12%	7%	-3%	-6%	1%	1%
CN1CCN(c2ccc(NC(=O)c3ccc(Cl)cc3)cn2)CC1	6%[46 µM]	13%[10 µM]	-2%	7%	-4%	7%	0%
Brc1ccc(CSc2ccc3nnc(-c4cccnc4)n3n2)cc1	?	-20%	-17%	.	-5%	2%	10%
Cc1cc(/C=C2/SC(=O)N(CC(=O)N3CCCC3)C2=O)ccc1N1CCOCC1	.	-14%	2%	-5%	-5%	2%	-3%
N#CC1=C(N)Oc2n[nH]c(-c3ccccn3)c2C1c1c(F)cccc1Cl (stereo not drawn)	-11%	20%[10 µM]	3%	-5%	4%	7%	-14%
Cc1ccc(CN(C(=O)c2cc(=O)c3cc(Cl)c(C)cc3o2)C2CCS(=O)(=O)C2)cc1 (stereo not drawn)	13%	-37%	18%	-23%	?	-3%	1%
O=C(O)C1CC(=O)N(C2CCCCCC2)C1 (stereo not drawn)	0%	9%	17%	-11%	?	-2%	-2%
NS(=O)(=O)c1cccc(NC(=O)Cn2cc(C(F)(F)F)cc(Cl)c2=O)c1	-10%[46 µM]	3%[10 µM]	-7%[9.22 µM]	-2%	-1%	7%	0%
Cc1occc1-c1nnc(SCC(N)=O)o1	.	-49%	13%	3%	-9%	3%	2%
O=C(Nc1ccc2c(c1)OCO2)N1CCOCC1	-8%	-18%[0.074 µM]	-7%	-3%	-2%	-7%	3%
CC1=NN(c2ccccc2)C(=O)C1C=Nc1ccc(N(C)C)cc1 (stereo not drawn)	.	26%[10 µM]	28%[9.22 µM]	0%	.	-25%	-22%
COc1ccc(NC2c3ccccc3C(=O)N2Cc2ccco2)cc1OC (stereo not drawn)	-17%	6%[10 µM]	-7%	4%	-10%	-7%	-2%
CC(C)(C)Cc1nnc(NC(=O)c2ccc([N+](=O)[O-])cc2)s1	-4%	.	15%	3%	4%	0%	1%
COc1ccc2c(c1)-c1nc(/N=C/c3c(O)ccc4ccccc34)sc1CC2	-19%	-8%[10 µM]	-5%	3%	-3%	?	-11%
Nc1nnc(COc2ccc(Br)cc2Br)s1	0%	-24%[10 µM]	-5%	-11%	3%	5%	2%
CCN(CC)S(=O)(=O)c1ccc(/C=C/C(=O)OCC(=O)Nc2ccc(S(N)(=O)=O)cc2)cc1	17%	0%[10 µM]	24%	-9%	0%	-3%	-2%
Cc1cc(C)cc(N2C(=O)C3CC=CCC3C2=O)c1 (stereo not drawn)	0%	1%	-8%	-6%	-1%	-3%	?
O=C(O)COc1ccccc1/C=N/NC(=O)CSc1nc2ccccc2s1	.	9%[10 µM]	23%[9.22 µM]	-4%	.	7%	11%
CC/C(C)=N\Nc1nc(-c2cc3cc(OC)ccc3oc2=O)cs1	.	-15%[10 µM]	15%[9.22 µM]	10%	.	?	12%
CCOc1ccc(N(CC(=O)NC2CCCCC2)C(=O)CSc2nnc(COc3ccccc3)o2)cc1	5%	8%[10 µM]	-16%	-6%	-10%	2%	-8%
CC[C@@]1(O)C(=O)OCc2c1cc1n(c2=O)Cc2cc3cc(O)ccc3nc2-1	.	-286%[inhibitor]	.	-15%&8%	.	.	-18%&22%
N#C/C(=C\c1ccc(-c2ccc([N+](=O)[O-])cc2)o1)C(=O)Nc1nc(-c2cccs2)cs1	.	-4%[10 µM]	10%[9.22 µM]	3%	.	-8%	-3%
Cc1cc(C(=O)NCCc2ccc(S(N)(=O)=O)cc2)no1	.	-29%	10%	-2%	6%	-13%	-4%
Cc1ccccc1NC(=S)NCc1ccc2[nH]c3c(c2c1)CCCC3	?	.	-28%	5%	0%	?	-2%[2.36 µM]
CCc1cccc(NC(=O)CN(c2ccc(OC)cc2)S(=O)(=O)c2c(C)n[nH]c2C)c1	6%	3%	11%	-21%	?	-4%	-4%
O=C1CCCC2=C1C(c1ccco1)Nc1ccc(C(=O)c3ccccc3)cc1N2 (stereo not drawn)	-11%	-9%	9%	-1%	?	13%	-29%
COc1ccccc1C(=O)NCc1ccc(-c2nc3ccccc3s2)cc1	?	6%[10 µM]	17%	-1%	-3%	-3%	1%
O=C(COC(=O)CCCNC(=O)c1ccc(Cl)cc1)Nc1cc(Cl)c(Cl)cc1Cl	8%	-19%[1.9 µM]	7%	2%	-6%	-1%	5%
CCN(CC)S(=O)(=O)c1ccc(N2CCOCC2)c(NC(=O)C(=O)c2c(-c3ccccc3)cc3ccccn23)c1	6%	4%	-26%	-1%	-7%	-2%	-21%
CCOC(=O)c1c(NC(=O)c2cc(C(C)C)on2)sc(C(C)=O)c1C	10%	-1%	18%	-2%	0%	-7%[76.3 µM]	1%
CCOC(=O)c1[nH]ncc1CN1CCCC(C(=O)c2cccc(OC(C)C)c2)C1 (stereo not drawn)	.	-39%	9%	-7%	3%	-14%	8%
O=[N+]([O-])c1ccc(N2CCN(S(=O)(=O)c3ccccc3[N+](=O)[O-])CC2)cc1NCc1cccnc1	?	31%[10 µM]	3%	4%	-9%	-14%	-1%
O=C(OCc1nnc(-c2ccc(Cl)cc2)o1)c1ccc(O)cc1	.	19%[10 µM]	3%	-1%	-1%	25%	-8%
Cc1ccc2nc(NC(=O)Cc3cccs3)sc2c1	?	-4%	-11%	-3%	-7%	-5%	-14%
Clc1cccc(Cl)c1CSc1nnc(-c2sccc2-n2cccc2)o1	6%	-35%	?	7%	-7%	0%	4%
COc1ccc(/C=C/C(=O)Nc2cc(S(=O)(=O)N3CCOCC3)ccc2N2CCCC2)cc1OC	-23%[46 µM]	16%	7%	1%	-4%	-10%	0%
CC1(C)CC(=O)c2cc(C(=O)N3CCCC(C)(C)C3)c(=O)n(-c3ccccc3)c2C1	3%	-3%	-4%	2%	-2%	-9%	-1%
CN1CCc2cc3c(c4c2[C@H]1[C@H](O)c1ccccc1-4)OCO3	?	.	?	8%	-1%	6%	14%[2.36 µM]
CC(C)c1ccc(N2C=Nc3ccc(C(C)C)cc3C2)cc1	.	0%[10 µM]	32%[9.22 µM]	-3%	.	1%	6%
Cc1nnc(NC(=O)CSc2nnc(Cc3cccn3C)n2-c2ccccc2)s1	-3%	-3%	-24%	-6%	-2%	2%	1%
CC1CCc2sc3ncnc(N4CCOCC4)c3c2C1 (stereo not drawn)	1%	0%[0.074 µM]	-25%	-5%	-3%	4%	3%
CCC(C)NCCCOc1ccc(Cl)cc1C(C)(C)C (stereo not drawn)	-2%	12%[10 µM]	8%	-11%	-6%	3%	5%
Cc1nc(-c2ccccc2)nc(Cl)c1Cl	?	-3%[10 µM]	5%	-3%	0%	-1%	-5%
Cc1ccccc1NC(=O)c1c(C)nn(-c2ccccc2)c1Cl	?	-16%[10 µM]	26%	3%	5%	1%	3%
O=C(OCc1cccc2ccccc12)C1CC(=O)N(c2ccccc2)C1 (stereo not drawn)	2%	1%	0%	-6%	-3%	-13%	1%
CNc1nc(CC(C)=O)ns1	0%	10%	0%	-5%	0%	-12%	3%
CC(=O)N[C@@H](C=O)[C@@H](O)[C@H](O)[C@H](O)CO	.	-32%[inhibitor]	.	-9%	.	.	-13%
CC(=O)Nc1cccc(NC(=O)CCCC(=O)O)c1	0%	-15%	13%	-1%	0%	3%	0%

One compound at a time (already shown). Order of screens: LMNA splice mod | HTT cytoprotect | HttQ103 aggreg | GAA spleen mod | GAA inhib | GAA glycogen mod | CBFb-RUNX1 inh
Profile of CNc1nc(CC(C)=O)ns1 → 0% | 10% | 0% | -5% | 0% | -12% | 3%
Profile of Cc1nnc(NC(=O)CSc2nnc(Cc3cccn3C)n2-c2ccccc2)s1 → -3% | -3% | -24% | -6% | -2% | 2% | 1%
